TRb SRC2 PPI: inhibitors of human thyroid hormone receptor beta-SRC2 interaction. P10828. TRbeta-SRC2 peptide binding, fluorescence polarization; receptor liganded with 1 µM T3. Potency, µM (series often up to 106 µM), without a hit: top-dose activity change, negative = inhibition, most hits filed as inhibitors. 0.065% of 280,000 active. AID 1469;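 further: plate controls were bound peptide for no effect and peptide without receptor for full effect; nearly all actives have a fitted effect of over 50% in size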
Target sequence (P10828 whole entry, looked up): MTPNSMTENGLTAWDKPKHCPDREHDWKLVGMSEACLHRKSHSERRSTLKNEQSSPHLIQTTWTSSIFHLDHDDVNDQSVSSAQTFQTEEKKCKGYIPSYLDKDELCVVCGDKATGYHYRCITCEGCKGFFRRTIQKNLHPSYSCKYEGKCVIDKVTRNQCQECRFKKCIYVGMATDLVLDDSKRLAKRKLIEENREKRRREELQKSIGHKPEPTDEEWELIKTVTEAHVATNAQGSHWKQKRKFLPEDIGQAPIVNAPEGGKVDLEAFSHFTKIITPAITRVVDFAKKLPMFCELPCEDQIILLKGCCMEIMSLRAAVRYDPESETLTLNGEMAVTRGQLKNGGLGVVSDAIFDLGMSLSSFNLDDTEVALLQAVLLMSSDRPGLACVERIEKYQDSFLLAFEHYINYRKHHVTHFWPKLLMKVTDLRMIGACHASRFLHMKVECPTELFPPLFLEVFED
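Human TRb LBD (0.6 uM) plus Texas Red-labeled SRC2 peptide (20 nM), 1uM T3, 5% DMSO, 5 hr at ambient temperature. Decreased polarization (555/632 nm) flags inhibition; data normalized to free and bound peptide controls.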
GAA glycogen: inhibitors or activators of human alpha-glucosidase glycogen cleavage | recombinant GAA, glycogen substrate, Amplex Red glucose oxidase fluorescence | Potency, µM (doses to about 76.4 µM), inactives show at the top dose activity change, negative = inhibition, most hits filed as inhibitors | 0.38% of 300,000 active;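 further: 0% = full enzyme reaction and -100% = no-enzyme basal signal; the screen sought inhibitors and activators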
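Recombinant human alpha-glucosidase (4 nM final) hydrolysed bovine liver glycogen (30 ug) for 40 min at 37 C in pH 5.0 citrate/phosphate with 0.01% Tween-20. Released glucose detected by glucose oxidase/Amplex Red, Ex 573/Em 610 nm. Compounds up to 77 uM; AC50 from Hill fits.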
GAA inhib: alpha-glucosidase (human) inhibition; AID 1466; P10253; Potency, µM (titrated, usually from 76.9 µM), for the others: at the highest dose activity change, negative = inhibition, hits mostly inhibitors; 0.005% of 200,000 active; purified human GAA, 4-MU-alpha-glucoside fluorescence;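 further: plate controls were uninhibited enzyme wells for no effect and no-enzyme background for full effect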
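Activity normalized between no-enzyme (basal) and enzyme-only wells. Conditions: 4 nM human enzyme, 400 uM fluorogenic substrate, citrate/phosphate pH 5.0 with Tween-20, 20 min room temperature, compounds up to 77 uM.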
RECQ1 helicase: blocks DNA unwinding by human RECQ1; Potency, µM (top dose mostly 57.3 µM), for inactives: at the highest dose activity, negative = inhibition, hits mostly inhibitors; P46063; RECQ1 DNA unwinding, red fluorescence kinetic read; 0.54% of 240,000 active;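 further: plate controls were vehicle for no effect and no enzyme for full effect; nearly all actives have a fitted effect of over 30% in size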
Target sequence (P46063 whole entry, looked up): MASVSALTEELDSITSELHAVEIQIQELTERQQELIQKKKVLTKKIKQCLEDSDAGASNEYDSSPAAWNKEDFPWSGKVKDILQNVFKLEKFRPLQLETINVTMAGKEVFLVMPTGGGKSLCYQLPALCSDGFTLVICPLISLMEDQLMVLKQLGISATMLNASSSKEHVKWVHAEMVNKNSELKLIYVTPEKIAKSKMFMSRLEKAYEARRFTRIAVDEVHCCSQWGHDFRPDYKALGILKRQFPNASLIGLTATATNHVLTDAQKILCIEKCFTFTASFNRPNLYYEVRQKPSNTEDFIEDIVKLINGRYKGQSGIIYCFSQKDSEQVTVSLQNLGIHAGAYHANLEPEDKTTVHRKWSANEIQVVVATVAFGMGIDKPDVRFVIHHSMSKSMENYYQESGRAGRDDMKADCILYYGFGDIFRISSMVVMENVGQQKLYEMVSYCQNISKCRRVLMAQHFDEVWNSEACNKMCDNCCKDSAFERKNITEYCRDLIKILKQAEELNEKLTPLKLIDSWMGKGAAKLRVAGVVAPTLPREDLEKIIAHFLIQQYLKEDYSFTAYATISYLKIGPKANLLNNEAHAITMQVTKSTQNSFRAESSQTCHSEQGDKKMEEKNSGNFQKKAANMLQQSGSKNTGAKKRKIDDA
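RECQ1T1 50 nM; forked duplex (20 bp + 30-nt ss tails) 200 nM, ATP 2 mM final; pH 8.0, 2 mM MgCl2, 2.5 ug/ml poly(dI-dC); 15 min compound preincubation; discontinuous kinetic read over 2 h at RT.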
GoLoco inh red: RGS12 GoLoco-Gai1 interaction inhibition; P63096; 0.44% of 230,000 active; Gai1:RGS12 GoLoco peptide FP, rhodamine, 10 min; AID 880; Potency, µM (top dose mostly 61.6 µM), for the others: top-dose activity, negative = inhibition, hits mostly inhibitors; active means well fitted inhibition curve with a large enough effect, not every such curve was filed as active; inactive means no such curve, though single readings can be large or run the other way; further: nearly all actives have a fitted effect of over 30% in size; many of its hits are not listed in these tables
TexasRed fluor: alters Texas Red total fluorescence, flagging assay interference; Potency, µM (highest dose often 106 µM), for inactives: at the highest dose fluorescence change, negative = quenching; AID 1479; TRb/SRC2 Texas Red total fluorescence interference; 0.29% of 280,000 active; active means well fitted curve in either direction with a large enough effect; inconclusive means small, poorly fitted or top-dose-only effect
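Human TRβ ligand-binding domain (0.6 uM) and Texas Red SRC2 peptide (20 nM) in Tris buffer with 1 uM T3 and 5% DMSO were incubated with pinned compound for 5 hr at ambient temperature. Total fluorescence was computed as S + 2P (555/632 nm).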
L3MBTL1 block: L3MBTL1 (human) inhibition; AlphaScreen L3MBTL1–H3K9me1 peptide binding; 0.66% of 230,000 active; Q9Y468; AID 485360; Potency, µM (top dose mostly 57.1 µM), inactives show at the top dose activity, negative = inhibition, hits mostly inhibitors; further: nearly all actives have a fitted effect of over 60% in size
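L3MBTL1 50 nM + b-AHA-H3(1-15)K9me1 75 nM, 30 min RT; compound added, 30 min RT; streptavidin donor/Ni-chelate acceptor beads 10 ug/mL each final, 30 min RT dark; AlphaScreen read.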
GAA spleen mod: inhibits or activates alpha-glucosidase in human spleen homogenate; Potency, µM (highest dose often 79.9 µM), inactives show top-dose activity change, negative = inhibition, actives largely listed as inhibitors; 0.006% of 240,000 active; human spleen homogenate, 4-MU-alpha-glucoside fluorescence; P10253;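 further: 0% = enzyme with vehicle and -100% = no enzyme basal signal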
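AC50 values come from Hill-equation fits of concentration-response data, normalized to no-enzyme and full-activity controls. Enzyme source: 1 ug human spleen homogenate; 1 mM fluorogenic 4-MU glucoside, pH 5.0 citrate buffer, 37 C, 40 min.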
Starred values were filed as active, the others as inactive; i = inactive; ? = inconclusive; . = no result given; & = joins results of further samples; [ ] = dose if it differs, or a comment. Unless noted, the call rests on the fitted dose curve; in most records, active means well fitted curve in the direction sought with a large enough effect; inconclusive means small, poorly fitted or top-dose-only effect, or another doubt; inactive means no such curve, though single readings can be large; an effect the other way counts as inactive or inconclusive. Unless noted, on the % scale 0 is the no-effect control and ±100 the full control effect; potency means the concentration at half of the fitted maximal effect. A portion of the library; count on the stated rates, not on these rows.

SMILES | TRb SRC2 PPI | GAA glycogen | GAA inhib | RECQ1 helicase | GoLoco inh red | TexasRed fluor | L3MBTL1 block | GAA spleen mod
Cc1ccc(C)n1-c1ccc(C(=O)NN)s1 | 4% | 4% | 0% | i | 13% | -2% | -3% | 3%
O=c1c2ccccc2c(-c2ccc(Cl)cc2)nn1-c1ccccc1 | 7% | -1% | ? | -6% | 1% | 4% | 13% | 6%
COc1ccc(NC(=O)c2cccnc2C(=O)O)c(OC)c1 | -1% | -15% | 0% | -5% | 8% | -4% | . | 5%
CC(=O)Nc1ccc(S(=O)(=O)NNC(=O)COc2ccc(Cl)cc2Cl)cc1 | 0% | -4% | . | -7% | -1% | -1% | . | -10%
CN1CCN(C(=O)C2=C[C@H](C3CCCCC3)C[C@H](OCc3ccc(CO)cc3)O2)CC1 | -3% | -9% | . | 1% | 0% | 0% | 1% | -13%
O=C(NCCn1cccn1)c1ccc(OC2CCN(C(=O)C3CC3)CC2)cc1 | -3%[53 µM] | 23% | ? | 7% | -5% | -2%[53 µM] | 2% | 7%
CCOC(=O)c1ccc(NC(=S)NCCc2ccccc2)cc1 | -4% | -8% | ? | i | . | -4% | -3% | 3%
COCCN(CCOC)C(=S)Nc1ccccc1Cl | 5% | 13% | 13% | -12% | -9% | 1% | 4% | 4%
CCCCN1C(=O)C(=O)N(CC(=O)Nc2cc(OCC)c(N3CCOCC3)cc2OCC)C1=O | -3% | -2% | -4% | -5% | 8% | -5% | . | 9%
O=S(=O)(CCc1nnc(-c2ccccc2)o1)c1ccc2ccccc2c1 | 2% | -13% | -2% | -9% | -2% | 1% | 11% | 5%
Cc1c(N=C2N=C(NC(=O)Nc3ccc(Cl)cc3)c3ccccc32)c(=O)n(-c2ccccc2)n1C | 7% | 0% | 14% | i | 14% | 0% | 21% | -5%
O=C(COc1ccc(Cl)cc1)Nc1nc(-c2ccc(S(=O)(=O)N3CCOCC3)cc2)cs1 | -11% | -1% | -4% | -16% | 15% | -3% | . | -5%
O=C(CN1C(=O)c2cccc3cccc(c23)C1=O)N1CCOCC1 | -3% | 1% | ? | -10% | 0% | -3% | . | 3%
CCOC(=O)c1c(-c2ccccc2)csc1NC(=O)c1ccc(N2C(=O)CCC2=O)cc1 | 2% | -17% | 13% | -3% | -7% | -2% | -15% | 5%
Nc1ccccc1C(=O)NCc1ccccc1 | 0% | -10% | -2% | -5% | 5% | -1% | . | 8%
CCOC(CNC(=O)c1cccc([N+](=O)[O-])c1)OCC | -3% | -9% | . | i | -1% | -1% | . | 2%
CC(C)(C)n1nc2c(c1NC(=O)c1ccc(S(=O)(=O)N3CCCC3)cc1)CSC2 | -11% | 5% | -7% | -1% | 13% | 1% | . | -11%
CCOc1ccc(NC(=O)Cc2cccc3ccccc23)c([N+](=O)[O-])c1 | -5% | -5% | -10% | -7% | -1% | 3% | -29% | 3%
Cc1ccc(S(=O)(=O)N2CCNC(=O)CC2)cc1 | -2% | 6% | 3% | -2% | -2% | -2% | . | -3%
Cc1ccc2c(c1)nnn2C1CCN(S(=O)(=O)c2ccc(C(=O)O)cc2)CC1 | 4% | ? | ? | i | 8% | -6% | 12% | -11%
CC1(C)Cc2c(sc3nc(N/N=C/c4ccccc4)[nH]c(=O)c23)CO1 | -3% | -2% | 5% | -6% | 8% | -2% | 13% | -3%
Cc1ccc(N=C2CCCN2Cc2ccccc2)c(C#N)c1 | 1% | 1% | 1% | -2% | 4% | -1% | 27% | 1%
CN1CCN(C2=C(Cl)C(=O)N(C3CCCCC3)C2=O)CC1 | 1% | 5% | -1% | 0% | 9% | 0% | -11% | -1%
COc1ccc2c(-c3ccccc3)cc(=O)[nH]c2c1 | 0% | 4% | -4% | -8% | -3% | 0% | . | -1%
O=C(CNS(=O)(=O)c1ccc(Br)s1)NC1CCCc2ccccc21 (stereo unspecified) | 0% | -7% | 3% | -4% | 2% | 0% | -1% | 6%
COc1ccc(-c2ccnc3nc(-n4cccc4)nn23)cc1 | 5% | 8% | -6% | -4% | 2% | 1% | 0% | -3%
CCOC(=O)C1CCCN(C(=O)c2ccccc2Oc2ccccc2)C1 (stereo unspecified) | 3% | 4% | -2% | -14% | 1% | -1% | 1% | -6%
Cn1c(=O)c2c3c(sc2n2c(SCc4ccccc4)nnc12)CCCC3 | -1% | 0% | 1% | -9% | 3% | -4% | 10% | -7%
COc1ccc(-c2cn3cc(Br)cnc3n2)cc1 | -5% | 14% | 15% | 15% | 1% | -3% | 8% | 1%
Cc1cc(N2CCOCC2)nc2ccccc12 | -5% | 2% | ? | -3% | -3% | -4% | 4% | 4%
Cc1ccc(CNC(=O)c2cc3c(=O)n4ccccc4nc3n(Cc3ccco3)c2=N)cc1 | 4% | 2% | 2% | ? | 0% | -5% | -3% | -4%
O=C(O)c1ccc(CNCc2ccc(F)cc2)cc1 | -1% | 5% | 5% | -2% | 4% | -3% | -1% | 2%
CC1CCCC(C)N1S(=O)(=O)c1ccc(NC(=O)CCn2cnc3ccccc3c2=O)cc1 (stereo unspecified) | 0% | 8% | ? | -11% | -5% | 1% | . | 3%
COc1cccc(CCc2nnc(CCC(=O)N3CCN(Cc4ccccn4)CC3)o2)c1 | 1% | 9% | . | i | -35% | 1% | -16% | 2%
CCCCCSc1ncccc1C(=O)O | -9% | 6% | . | -8% | 5% | -1% | . | -7%
CC(C)N(C#N)c1nc(N2CCOCC2)nc(N2CCOCC2)n1 | -5% | 3% | 2% | i | -11% | 2% | -2% | -6%
CN(C)S(=O)(=O)c1ccc(NC(=O)c2c(F)cccc2Cl)cc1 | -9% | -2% | -7% | -1% | 23% | 0% | -1% | 4%
OCc1ccccc1O | 0% | . | . | 1% | 5% | 0% | . | 3%
S=C(NCCN1CCOCC1)NC1CCCCC1 | -5% | 6% | . | -6% | 10% | -1% | . | 4%
O=C(NN1C(=O)c2cc(Br)ccc2NC1c1ccccc1Cl)c1ccncc1 (stereo unspecified) | 5% | 4% | -3% | 1% | 2% | 0% | -1% | -4%

An excerpt from above, reduced to RECQ1 helicase:
Molecule | RECQ1 helicase
S=C(NCCN1CCOCC1)NC1CCCCC1 | -6%
CCCCCSc1ncccc1C(=O)O | -8%
COc1cccc(CCc2nnc(CCC(=O)N3CCN(Cc4ccccn4)CC3)o2)c1 | i

New compounds follow.
SMILES | TRb SRC2 PPI | GAA glycogen | GAA inhib | RECQ1 helicase | GoLoco inh red | TexasRed fluor | L3MBTL1 block | GAA spleen mod
CC(C)CN(C)C(=O)CC1C(=O)NCCN1C (stereo unspecified) | -1% | 19% | -1% | -14% | 11% | 1% | 15% | 1%
COc1cccc(-c2nn(-c3ccccc3)cc2C(=O)O)c1 | 8% | 3% | -9% | -1% | -1% | -3% | 5% | 4%
CCN(C#N)c1nc(NC(C)C)nc(NC(C)(C)C)n1 | 8%[53 µM] | 8% | 0% | -1% | -5% | 0%[53 µM] | 5% | -7%
COc1ccc(N(CCC(=O)O)S(=O)(=O)c2ccc(C)cc2C)cc1 | 2% | -7% | 6% | i | 4% | -1% | 2% | -4%
COc1cc(OC)cc(-c2cc(N3C(=O)Nc4ccccc4N3O)n[nH]2)c1 | 5% | ? | -1% | -8% | 3% | -1% | -1% | -15%
Cc1cccc(-c2cc(=O)c3cc(Br)ccc3o2)c1 | -8% | . | . | ? | 2% | -1% | . | 5%
COC(=O)CSc1ccc(-c2nc3ccc(C)cc3[nH]2)cn1 | 3% | 9% | -1% | -7% | 8% | -4% | . | -3%
COc1ccc(C(=O)Oc2ccc3c(c2)OCO3)cc1OC | 6% | -3% | -8% | -13% | 7% | 0% | -2% | -1%
CCc1cccc(C)c1NC(=S)NCc1ccc2[nH]c(C)cc2c1 | -2% | -12% | 1%[15.4 µM] | -20% | 8% | -5% | -13% | 1%
CC(C)C1CC(O)(C2(O)CCCCC2)ON1 (stereo unspecified) | -10% | 9% | 2% | -9% | -5% | -3% | . | -4%
COc1ccc(C2C(C(C)=O)=C(O)C(=O)N2CCO)c(OC)c1 (stereo unspecified) | -2% | -4% | -10% | -4% | -2% | -3% | 2% | 9%
Cc1ccc(N/N=C2\CCS(=O)(=O)c3sccc32)cc1 | 3% | ? | -4% | -2% | -3% | -1% | -2% | .
COc1cc(CNC2CCCCCC2)cc(OC)c1OC | -20% | 5% | -11% | -2% | -6% | -2% | . | -18%
CN(C)CCCNS(=O)(=O)c1cc(Cl)ccc1Cl | -2% | 8% | ? | 0% | 3% | -6% | . | 2%
O=C(NCCCN1CCCC1)C1CCN(C(=O)c2cc3sccc3n2Cc2ccc(F)cc2)CC1 | -1% | 12% | -10% | -15% | 11% | -3% | . | 6%
Cc1oc(-c2ccc(Cl)cc2)nc1CN1CCC(C(=O)NCCCN2CCCC2=O)CC1 | -4% | -2% | -3% | -1% | 20% | -2% | . | -2%
O=C(NC1CCN(Cc2ccccc2)CC1)c1ccccc1F | 0% | -11% | -8% | -9% | 13% | -3% | 4% | -2%
Cc1ccc(F)cc1NC(=O)c1ccc(NS(=O)(=O)c2ccc(Br)s2)cc1 | 2% | -4% | -2% | -4% | 0% | 1% | -1% | 3%
O=C(Cn1nc(-c2ccccc2)nc1-c1ccccc1)N1CCOCC1 | 8% | 2% | -10% | i | 7% | 0% | 5% | -5%
COc1cc2c(cc1C(F)(F)F)N(C(=O)Nc1cc(F)cc(-c3cccnc3)c1)CC2 | -1%&0% | . | . | -12%&0% | 14%&1% | -1%&0% | . | -7%&4%
CN(C)S(=O)(=O)N(CCN1CCOCC1)Cc1ccccc1F | -4% | 3% | -8% | -1% | -4% | -1% | . | 6%

Taken from above.
Cc1oc(-c2ccc(Cl)cc2)nc1CN1CCC(C(=O)NCCCN2CCCC2=O)CC1 – GoLoco inh red: 20%
O=C(NCCCN1CCCC1)C1CCN(C(=O)c2cc3sccc3n2Cc2ccc(F)cc2)CC1 – TRb SRC2 PPI: -1%

Assay outcomes (PubChem)
